Compound activity as filed in PubChem BioAssay.
E-selectin induc – E-selectin induction on HUVECs | P16581 | HUVEC E-selectin immunofluorescence imaging; normalized: neutral wells 0, TNF-alpha wells 100 | activation, % at 7.58 µM | actives 0.37% (n = 260,000) | AID 686992;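 active = mean E-selectin-positive cell signal at least 10% of the positive control, reached in at least 60% of replicates, without over 20% cell loss; inconclusive = no rule given, readout overlaps actives, possibly toxicity-flagged; inactive = the rest, including those meeting only one limit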;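 also: in these data hits start at about 27%; measured in HUVEC primary endothelial cells; signal is the percent of cells scored E-selectin positive by PE staining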
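Test system: HUVEC; input: 3,000 HUVEC/well; measured by: immunofluorescence imaging; read-out: % PE-positive cells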
RAD52 anneal inh – inhibitors of human RAD52 DNA annealing. P43351. recombinant RAD52 DNA annealing, FRET fluorescence. inhibition, % at 18.7 µM. actives 0.46% (n = 360,000). AID 651710;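 active = every replicate showing at least 50% inhibition; inconclusive = mean inhibition at least 50% but not in every replicate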
miR122 inh – miR-122 inhibition in Huh7 cells | Huh7 miR-122 Renilla luciferase sensor, 48 h; neutral wells = 0, positive control = 100 | actives 0.3% (n = 340,000) | activation (reporter increase), % at 12.5 µM;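 active = mean replicate activation score at least 90 and every replicate individually at or above 90; inconclusive = only one of the two criteria met; inactive = neither criterion met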;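 also: higher luciferase means less miR-122 activity so hits act as miR-122 inhibitors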
ERAP1 HTS inh – inhibitors of human ERAP1 aminopeptidase; Q9NZ08; recombinant ERAP1, Leu-AMC fluorescence, 60 min; inhibition, % at 10.7 µM; actives 0.15% (n = 340,000); AID 652197;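 active = mean replicate inhibition of at least 30%, or all replicates individually reaching that 30% level; inactive = mean below 30% and not every replicate reaching it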;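 also: 0% = neutral control wells and 100% = L-leucinethiol positive control wells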
Cneo AK release – causes C. neoformans cell lysis. adenylate kinase release luminescence, 4 h; normalised: neutral wells 0, clomiphene wells 100. actives 0.2% (n = 360,000). lysis activity, % at 15 µM;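 active = mean lysis activity across replicates of at least 80%, whatever share of replicates individually reach that level; inactive = mean lysis activity below 80%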
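Test system: log-phase Cryptococcus neoformans yeast cells; Quantity: yeast cell density of 5 × 10^6 cells/mL; Buffer or medium: YPD; Doses: single compound concentration per well; Timing: 4 h at 37 °C static, read 1 h later; Measured by: AK luminescence; Read-out basis: lysis from increased AK signal; Control set: Clomiphene as positive control.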
PGC1a acetyl inh – lowers PGC1a acetylation signal in U2OS cells; AlphaScreen anti-acetyl-lysine; with virally co-expressed GCN5 acetyltransferase; inhibition, % at 15.6 µM; actives 0.17% (n = 350,000);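 active = every replicate shows inhibition of at least 40%; inconclusive = mean inhibition at least 40% but some replicate below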;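 also: 0% = neutral control wells and 100% = positive control wells; some results beyond the cut were filed as inactive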
RAD54 branch – inhibitors of human RAD54 branch migration | AID 602329 | actives 0.14% (n = 360,000) | Q92698 | RAD54 Holliday junction branch migration, FAM/BHQ fluorescence | inhibition, % at 10.4 µM;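 active = mean normalized replicate activity at least 40 and at least half of replicates scoring 40 or more; inconclusive = only one of the two criteria met; inactive = mean below 40 and under half of replicates reaching 40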;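 also: 0% = median of neutral control wells and 100% = median of positive control wells; inhibitors cause a drop in the FAM fluorescence signal; in these data hits start at about 50%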
Target sequence (Q92698 whole entry, looked up): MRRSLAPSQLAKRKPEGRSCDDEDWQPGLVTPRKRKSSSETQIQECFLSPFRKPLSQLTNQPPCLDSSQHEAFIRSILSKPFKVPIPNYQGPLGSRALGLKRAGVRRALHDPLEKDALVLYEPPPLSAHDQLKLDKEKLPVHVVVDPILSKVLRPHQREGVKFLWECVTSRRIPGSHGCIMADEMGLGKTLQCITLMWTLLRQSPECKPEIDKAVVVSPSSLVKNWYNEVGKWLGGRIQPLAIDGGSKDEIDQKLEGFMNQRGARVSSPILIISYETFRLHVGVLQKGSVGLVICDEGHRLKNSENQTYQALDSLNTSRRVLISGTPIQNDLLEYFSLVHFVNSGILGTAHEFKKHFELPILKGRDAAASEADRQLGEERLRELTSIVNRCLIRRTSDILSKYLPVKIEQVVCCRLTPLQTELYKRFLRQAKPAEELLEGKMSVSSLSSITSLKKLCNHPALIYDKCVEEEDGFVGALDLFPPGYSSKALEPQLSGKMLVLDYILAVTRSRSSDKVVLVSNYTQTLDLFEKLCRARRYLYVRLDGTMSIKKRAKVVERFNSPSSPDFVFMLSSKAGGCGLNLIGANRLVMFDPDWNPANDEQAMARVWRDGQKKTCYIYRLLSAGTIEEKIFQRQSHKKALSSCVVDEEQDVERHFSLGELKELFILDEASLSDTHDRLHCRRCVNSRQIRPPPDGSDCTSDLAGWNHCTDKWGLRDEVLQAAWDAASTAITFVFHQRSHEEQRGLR
PglD inh – inhibitors of Campylobacter jejuni PglD acetyltransferase. purified PglD enzyme, DTNB colorimetric CoA detection. inhibition, % at 12.5 µM. actives 0.098% (n = 360,000). AID 602405; in the data active = inhibition above about 16%, passing the limit was not always enough; inconclusive = no clear call, values can overlap the other calls; also: strong numbers were not always called active
Numbers without * were called inactive; [ ] = dose if it differs, or a comment.

Screening CC(C)Cn1cnc2c(SCCc3ccccc3)nc(N)nc21 returned E-selectin induc -1.0, RAD52 anneal inh -15, miR122 inh -1, ERAP1 HTS inh 0, Cneo AK release 4, PGC1a acetyl inh 2, RAD54 branch 9 and PglD inh -1.
For CC(C)C#Cc1cnc2c(c1)C(=O)N([C@H](C)CO)C[C@H](C)[C@@H](CN(C)C(=O)c1ccccc1)O2 the results were E-selectin induc -0.1, RAD52 anneal inh 14, miR122 inh -4[16.7 µM], ERAP1 HTS inh 1, Cneo AK release -2, PGC1a acetyl inh 9, RAD54 branch -3 and PglD inh -3.
For Cc1cc(NC(=O)COC(=O)c2ccc(S(=O)(=O)N3CCCC3)cc2)no1 the results were RAD52 anneal inh -9, miR122 inh 0, ERAP1 HTS inh 0, Cneo AK release 0, PGC1a acetyl inh 0, RAD54 branch 8 and PglD inh -1.
For Cc1ccc(-c2ccc(CCC(=O)O)n2CC(=O)O)cc1 the results were miR122 inh 3, Cneo AK release 2, PGC1a acetyl inh 9, RAD54 branch -25 and PglD inh 0.
For CC1CCN(Cc2c(C(=O)N/N=C/c3cc(Cl)ccc3O)nnn2-c2nonc2N)CC1 the results were RAD52 anneal inh -13, miR122 inh 8, ERAP1 HTS inh -1, Cneo AK release 3, PGC1a acetyl inh 6, RAD54 branch -1 and PglD inh -4.
`CCCS(=O)(=O)N1CCCC(C(=O)NCCCN2CCN(c3ccccc3F)CC2)C1` (configuration not stated) gave RAD52 anneal inh -9, ERAP1 HTS inh 1, Cneo AK release 2, RAD54 branch -18 and PglD inh 8.
Screening CCN(CC)C(=O)c1cccc(-c2csc(C(C)(O)c3ccc(OC)cc3)n2)c1 (configuration not stated) returned E-selectin induc 0.6, RAD52 anneal inh -20, miR122 inh 15, ERAP1 HTS inh -1, Cneo AK release -3, RAD54 branch 1 and PglD inh 9.
For O=C1c2ccc(Cl)cc2S(=O)(=O)c2cccc(C(=O)N3CCN(c4ncc(Br)cn4)CC3)c21 the results were E-selectin induc 0.4, RAD52 anneal inh -44, miR122 inh -1, Cneo AK release 1, PGC1a acetyl inh -14, RAD54 branch -1 and PglD inh -5.
Screening O=C(Nc1nc(-c2cc(F)ccc2F)cs1)c1ccccn1 returned E-selectin induc 3.2, RAD52 anneal inh -31, ERAP1 HTS inh -4 and PGC1a acetyl inh -1.
For COc1ccc(-c2cnc3c(c2)C(=O)N([C@@H](C)CO)C[C@@H](C)[C@@H](CN(C)C(=O)NC2CCCC2)O3)cc1 the results were E-selectin induc 5.0, RAD52 anneal inh -13, miR122 inh 9[16.7 µM], ERAP1 HTS inh 0, Cneo AK release 8, PGC1a acetyl inh -7, RAD54 branch 2 and PglD inh 0.
Screening CCc1cccc(NC(=O)C2CCN(S(=O)(=O)c3ccc4[nH]c(=O)ccc4c3)CC2)c1 returned E-selectin induc 20, RAD52 anneal inh -31, miR122 inh 0, ERAP1 HTS inh 7, Cneo AK release 2, PGC1a acetyl inh -16, RAD54 branch -8 and PglD inh -1.
CC(=O)N1N=C(c2cccc([N+](=O)[O-])c2)OC1c1ccc(Cl)cc1Cl (configuration not stated) was read as miR122 inh 7, Cneo AK release -1, PGC1a acetyl inh 0, RAD54 branch -11 and PglD inh 4.

The closing 3 entries of the part above are carried over, then new ones follow:
For COc1ccc(-c2cnc3c(c2)C(=O)N([C@@H](C)CO)C[C@@H](C)[C@@H](CN(C)C(=O)NC2CCCC2)O3)cc1 the results were E-selectin induc 5.0, RAD52 anneal inh -13, miR122 inh 9[16.7 µM], ERAP1 HTS inh 0, Cneo AK release 8, PGC1a acetyl inh -7, RAD54 branch 2 and PglD inh 0.
Screening CCc1cccc(NC(=O)C2CCN(S(=O)(=O)c3ccc4[nH]c(=O)ccc4c3)CC2)c1 returned E-selectin induc 20, RAD52 anneal inh -31, miR122 inh 0, ERAP1 HTS inh 7, Cneo AK release 2, PGC1a acetyl inh -16, RAD54 branch -8 and PglD inh -1.
CC(=O)N1N=C(c2cccc([N+](=O)[O-])c2)OC1c1ccc(Cl)cc1Cl (configuration not stated) was read as miR122 inh 7, Cneo AK release -1, PGC1a acetyl inh 0, RAD54 branch -11 and PglD inh 4.
For C/C(=N\Nc1ccc([N+](=O)[O-])cc1)c1cccc(N)c1 the results were RAD52 anneal inh -7, miR122 inh -6, ERAP1 HTS inh 6, Cneo AK release -5, PGC1a acetyl inh -13, RAD54 branch -4 and PglD inh -5.
Screening O=C(Nc1ccccc1)c1cnc(-c2ccccc2)nc1-c1ccccc1 returned miR122 inh 1, Cneo AK release -2, RAD54 branch 2 and PglD inh -9.
Cc1ccnc2nc(C(=O)OCC(=O)c3ccc(NC(=O)CC(C)C)cc3)nn12 was read as E-selectin induc 0.1, RAD52 anneal inh -22, miR122 inh -4, ERAP1 HTS inh -2, Cneo AK release -1, PGC1a acetyl inh 0, RAD54 branch 2 and PglD inh 4.
Screening COc1ccc(CCN2C(=O)CC(NNC(=O)c3ccc(F)cc3)C2=O)cc1OC (configuration not stated) returned E-selectin induc 1.1, miR122 inh -1, Cneo AK release -1, PGC1a acetyl inh 5, RAD54 branch 1 and PglD inh -2.
For COc1ccc(N(C(=O)C(C)C)S(=O)(=O)c2ccc3ccccc3c2)cc1 the results were E-selectin induc -0.9, RAD52 anneal inh -31, miR122 inh 22, ERAP1 HTS inh -4, Cneo AK release 0, PGC1a acetyl inh -10, RAD54 branch -10 and PglD inh 0.
For NC(=O)NCC1CC1 the results were E-selectin induc 0.1, RAD52 anneal inh -10, miR122 inh 2, ERAP1 HTS inh -3, Cneo AK release 2, PGC1a acetyl inh 4, RAD54 branch 2 and PglD inh -2.
`Cc1ccnc2nc(C(=O)OCC(=O)N(Cc3ccccc3)C(C)C)nn12` gave E-selectin induc -0.1, RAD52 anneal inh -6, miR122 inh -12, ERAP1 HTS inh 1, Cneo AK release 2, PGC1a acetyl inh -2, RAD54 branch -8 and PglD inh -3.
C[C@@H]1CN([C@@H](C)CO)S(=O)(=O)c2ccc(-c3ccc(F)cc3)cc2O[C@H]1CN(C)CC1CC1 was read as RAD52 anneal inh 0, miR122 inh 0[16.7 µM], ERAP1 HTS inh 0, Cneo AK release -4, PGC1a acetyl inh 4, RAD54 branch -5 and PglD inh -1.
Cc1ccc(S(=O)(=O)N2CC(C)N(C(=O)N3CCOCC3)C2C)cc1 (configuration not stated) was read as RAD52 anneal inh -16, miR122 inh -3, ERAP1 HTS inh 0, Cneo AK release 0, PGC1a acetyl inh -2, RAD54 branch 9 and PglD inh -4.
`COc1ccc(C(CNC(=O)c2cccc(S(=O)(=O)N3CCOCC3)c2)N2CCCC2)cc1` (configuration not stated) gave RAD52 anneal inh -23, ERAP1 HTS inh -1, Cneo AK release 2, PGC1a acetyl inh -6, RAD54 branch -5 and PglD inh -3.
Screening COc1ccc(CCNC(=O)c2c(O)c3ccccc3[nH]c2=O)cc1OC returned E-selectin induc 0.1, RAD52 anneal inh -15, miR122 inh -2, ERAP1 HTS inh 2, Cneo AK release 2, PGC1a acetyl inh 6, RAD54 branch -4 and PglD inh -6.
COc1ccccc1NC(=O)N1CCCCN2[C@H](CO)[C@H](c3ccc(-c4cccc(C#N)c4)cc3)[C@@H]2C1 was read as E-selectin induc -0.3, RAD52 anneal inh -9, miR122 inh -3[16.7 µM], ERAP1 HTS inh 1, Cneo AK release 1, PGC1a acetyl inh 2, RAD54 branch 17 and PglD inh 0.
`CCCN1Cc2cccc(C(=O)Nc3ccc(S(=O)(=O)N4CCCCCC4)cc3)c2C1=O` gave miR122 inh 4, Cneo AK release 0, PGC1a acetyl inh 0, RAD54 branch 0 and PglD inh -6.
COc1ccc(NC(=O)N(C)[C@H]2C[C@H]3c4[nH]c5ccc(-c6ccc(OC)cc6)cc5c4CCN3C[C@H]2[C@H](C)O)cc1 was read as E-selectin induc 2.0, RAD52 anneal inh -17, miR122 inh 1, ERAP1 HTS inh -1, Cneo AK release 1, PGC1a acetyl inh 6, RAD54 branch -8 and PglD inh 3.
Screening COc1ccc(S(=O)(=O)Nc2ccc3c(c2)C(=O)N([C@H](C)CO)C[C@@H](C)[C@@H](CN(C)C)OCCCC[C@@H](C)O3)cc1 returned E-selectin induc -0.2, RAD52 anneal inh -1, miR122 inh 1[16.7 µM], ERAP1 HTS inh -8, Cneo AK release 1, PGC1a acetyl inh -13, RAD54 branch 10 and PglD inh 0.
`COc1ccc(NC(=O)Cn2cnc3sc(C)c(S(=O)(=O)N4CCOCC4)c3c2=O)cc1Cl` gave RAD52 anneal inh -7, miR122 inh -7, ERAP1 HTS inh 0, Cneo AK release 0, PGC1a acetyl inh -7, RAD54 branch 2 and PglD inh 5.
For O=C(C1CC(c2cccc(Br)c2)=NO1)N1CCc2ccccc2C1 (configuration not stated) the results were miR122 inh 1, Cneo AK release -9, RAD54 branch -4 and PglD inh 0.
For CCOc1ccc(OCCCCN(C)C)cc1 the results were miR122 inh -2, Cneo AK release 2, PGC1a acetyl inh 37, RAD54 branch 3 and PglD inh 1.
Screening CC1(C)CNC(=O)c2sc(NC(=O)c3ccccc3Cl)nc2C1 returned E-selectin induc 6.9, RAD52 anneal inh 4, miR122 inh -1, ERAP1 HTS inh 0, Cneo AK release 0, PGC1a acetyl inh -7, RAD54 branch 10 and PglD inh -3.
For O=C(NCc1ccco1)C(c1ccccc1F)N(CC1CCCO1)C(=O)Cn1nnc2ccccc21 (configuration not stated) the results were miR122 inh 9, Cneo AK release 0, PGC1a acetyl inh 7, RAD54 branch -1 and PglD inh -16.
`C[C@@H]1CCCCO[C@H](CN(C)C(=O)CCC(F)(F)F)[C@H](C)CN([C@H](C)CO)C(=O)c2cc(NS(=O)(=O)c3ccc(Cl)cc3)ccc2O1` gave E-selectin induc -0.1, RAD52 anneal inh 27, miR122 inh -11[16.7 µM], ERAP1 HTS inh 1, Cneo AK release 14, PGC1a acetyl inh 6, RAD54 branch -5 and PglD inh -4.
COC1CCN(C(=O)C2CCC(=O)N(CCc3cccc(F)c3)C2)CC1 (configuration not stated) was read as E-selectin induc -0.7, RAD52 anneal inh -7, miR122 inh -8, ERAP1 HTS inh 0, Cneo AK release 0, RAD54 branch 7 and PglD inh 8.
For CC(=O)c1ccc(N(C(=O)Cc2c[nH]c3ccccc23)C(C(=O)NC2CCCCC2)c2cccs2)cc1 (configuration not stated) the results were miR122 inh 9, Cneo AK release -1, RAD54 branch -4 and PglD inh -5.
Screening Cc1ccccc1N(CC(=O)NC1CCCCC1)C(=O)CCC(=O)Nc1nccs1 returned RAD52 anneal inh -7, miR122 inh -2, ERAP1 HTS inh -1, Cneo AK release -1, PGC1a acetyl inh -3, RAD54 branch 1 and PglD inh 3.
C[C@@H]1CN([C@H](C)CO)S(=O)(=O)c2ccc(C#Cc3ccccn3)cc2O[C@@H]1CN(C)Cc1ccccc1 was read as E-selectin induc -0.6, RAD52 anneal inh -52, miR122 inh 27[16.7 µM], ERAP1 HTS inh 1, Cneo AK release -1, PGC1a acetyl inh -5, RAD54 branch -8 and PglD inh -1.
Cn1cc(CNC(=O)C2CCC(=O)N(Cc3ccc(Cl)cc3)C2)cn1 (configuration not stated) was read as E-selectin induc 0.0, RAD52 anneal inh 0, miR122 inh 0, ERAP1 HTS inh -2, Cneo AK release -2, PGC1a acetyl inh -10, RAD54 branch -4 and PglD inh 6.
COc1cccc2c1C(=O)c1c(O)c3c(c(O)c1C2=O)C[C@@](O)(C(=O)CO)C[C@@H]3OC1CC(N)C(O)C(C)O1 (some centres not stated) was read as E-selectin induc inconclusive, RAD52 anneal inh inactive, miR122 inh -16, ERAP1 HTS inh 6 and PGC1a acetyl inh -7.
